Screening data (PubChem BioAssay)
TNAP inh no acc – blocks human TNAP activity with no phosphate acceptor present. purified TNAP, CDP-star luminescence, 30 min. inhibition, % at 20 µM. hit rate 0.26% among 200,000. AID 1012;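 active = tissue-nonspecific alkaline phosphatase inhibition above about 50% at 20 µM in the single-dose screen, limit read from the data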;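 note: 0% = DMSO negative control and 100% = EDTA positive control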
Target sequence (P05186 whole entry, looked up): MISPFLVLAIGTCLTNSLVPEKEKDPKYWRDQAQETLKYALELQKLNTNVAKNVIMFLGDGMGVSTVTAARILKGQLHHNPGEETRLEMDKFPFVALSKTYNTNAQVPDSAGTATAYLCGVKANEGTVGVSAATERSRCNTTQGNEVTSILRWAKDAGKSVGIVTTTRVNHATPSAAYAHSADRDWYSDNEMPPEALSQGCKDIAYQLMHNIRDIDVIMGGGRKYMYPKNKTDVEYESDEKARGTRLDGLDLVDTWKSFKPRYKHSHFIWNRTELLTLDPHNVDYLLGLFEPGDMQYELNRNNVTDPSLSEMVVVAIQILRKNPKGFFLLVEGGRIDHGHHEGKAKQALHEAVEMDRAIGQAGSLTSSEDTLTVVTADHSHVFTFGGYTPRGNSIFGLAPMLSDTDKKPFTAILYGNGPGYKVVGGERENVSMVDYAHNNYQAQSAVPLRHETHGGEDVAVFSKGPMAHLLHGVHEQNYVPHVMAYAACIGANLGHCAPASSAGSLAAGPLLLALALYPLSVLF
Redox H2O2 prof – compounds producing H2O2 with reducing agent – biochemical, NIH compound library profiling, artefact control for MLSCN library redox annotation, primary screen | DTT-dependent redox cycling H2O2, phenol red/HRP absorbance; 100% = 100 µM peroxide control, 0% = buffer | activation, % at 10 µM | hit rate 0.03% among 200,000;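 active = activation of at least 50% relative to the plate's high and low controls in the primary single-dose screen; inactive = activation below 50%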;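 note: compound incubated with DTT at 0.8 mM final as the reducing agent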
PMI act hi M6P – PMI (human) activation, high substrate; P34949; coupled PMI enzyme assay, resazurin fluorescence, 20 min; stronger effect = higher value; 1 = untreated enzyme, 0 = substrate-free blank; activation factor at 20 µM; hit rate 0.34% among 190,000; AID 1216;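 active = activation factor of 2 or more at 20 µM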
Target sequence (P34949 whole entry, looked up): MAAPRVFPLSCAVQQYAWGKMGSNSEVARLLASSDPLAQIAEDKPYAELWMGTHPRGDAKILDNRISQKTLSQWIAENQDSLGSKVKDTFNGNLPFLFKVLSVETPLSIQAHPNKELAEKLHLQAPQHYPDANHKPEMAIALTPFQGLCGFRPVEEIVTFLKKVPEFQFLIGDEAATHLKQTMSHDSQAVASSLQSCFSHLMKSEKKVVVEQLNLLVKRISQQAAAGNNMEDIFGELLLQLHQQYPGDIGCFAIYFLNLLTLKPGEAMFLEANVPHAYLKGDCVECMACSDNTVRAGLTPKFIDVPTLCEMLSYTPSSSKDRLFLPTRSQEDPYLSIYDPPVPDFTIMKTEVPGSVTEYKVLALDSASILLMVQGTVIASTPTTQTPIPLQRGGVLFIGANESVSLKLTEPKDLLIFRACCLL
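Material: human phosphomannose isomerase with PGI, G6PDH, diaphorase coupling enzymes. Quantity: 15 ng/mL PMI. Medium: HEPES pH 7.4 buffer with MgCl2 and Tween-20. Reagent: Near-saturating mannose-6-phosphate, 1.0 mM. Compound: 20 µM single dose. Times: enzyme reaction with compound 20 min at room temperature. Detection: resorufin fluorescence at Ex 544/Em 590 nm.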
PMI act – activators of human phosphomannose isomerase | activation factor at 20 µM | hit rate 0.005% among 190,000 | P34949 | AID 1214 | purified human PMI, coupled resazurin fluorescence, 20 min; stronger effect = higher value; 1 = vehicle control, 0 substrate-free wells;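 active = activation factor of 2 or more at 20 µM, relative to plate controls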
Lmaj promast – inhibitors of Leishmania major promastigote growth; Leishmania major promastigotes, resazurin fluorescence viability; inhibition, % at 10 µM; hit rate 9% among 200,000; in the data active = inhibition above about 50%;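 note: promastigotes grown with compound for 44 hours at 28 °C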
TNAP inh hi DEA – inhibitors of human TNAP at high phosphate acceptor concentration; inhibition, % at 20 µM; purified TNAP, CDP-star luminescence, 1 M DEA; P05186; hit rate 0.03% among 200,000;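 active = over 50% inhibition of tissue-nonspecific alkaline phosphatase at 20 µM in the single-dose screen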;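 note: plate controls were DMSO wells for no effect and EDTA-quenched wells as full inhibition for full effect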
Efa HMGR inh – E. faecalis class II HMG-CoA reductase inhibition. AID 1066. hit rate 0.41% among 190,000. purified E. faecalis HMGR, NADPH absorbance 340 nm kinetic. inhibition, % at 10 µM;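 active = inhibition above a set limit, the median over all tested compounds plus 3 SD, cut at about 9.5% in these data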;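 note: enzyme runs in reverse so mevalonate oxidation gives rising NADPH absorbance; 0% = complete reaction with DMSO and 100% = background rate lacking mevalonate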
S1P3 antag – S1P3 (human) receptor antagonism; Q99500; CHO S1P3 NFAT-BLA reporter, FRET fluorescence, antagonist mode; inhibition, % at 4.98 µM; hit rate 0.27% among 170,000; AID 485;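 active = inhibition above the plate cutoff, the mean inhibition of test wells on that plate plus 3 SD, cut at about 28% in these data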;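 note: cells challenged with S1P at its EC80 of 0.8 µM; blue over green emission ratio from cleaved BLA substrate after 4 h stimulation; 0% = S1P-stimulated wells and 100% = unstimulated DMSO-only wells; some compounds past the cut are filed as inactive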
Hsp70 activator – switches on Hsp70 transcription; HeLa Hsp70 promoter luciferase reporter, luminescence; scaled: vehicle 0, proteasome-inhibitor control 100%; activation, % at 10 µM; hit rate 0.04% among 200,000;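 active = activation above the mean across all tested compounds plus 3 SD, cutoff set per campaign, cut at about 5.5% in these data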;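 note: 100% = MG132 at 30 µM as the positive control and 0% = DMSO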
RAM inhibit – yeast RAM network inhibition | AID 868 | S. cerevisiae dse1pr::URA3 reporter, 5-FOA growth OD615, 2 d; analog-sensitive cbk1-as2 kinase mutant strain | inhibition, % at 50 µM | hit rate 1.8% among 190,000;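 active = inhibition above a set limit, 3 SD over mean compound inhibition, cut at about 8.4% in these data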;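 note: 0% = DMSO-only wells with no growth and 100% = 10 µM 1-NA-PP1 full growth; inhibition rescues growth on 5-FOA so higher OD means more RAM inhibition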
Active calls of the source: *; x = no result given.

SMILES	TNAP inh no acc	Redox H2O2 prof	PMI act hi M6P	PMI act	Lmaj promast	TNAP inh hi DEA	Efa HMGR inh	S1P3 antag	Hsp70 activator	RAM inhibit
COc1cc(/C=N/N2C(=O)C3C4C=CC(CC4)C3C2=O)ccc1O (centres undefined)	7	0.5	1	1.1	-5	-1	0	-4	0.5	0.6
C(=N\Nc1nc(-c2ccccc2)cs1)/c1cccnc1	-7	0.6	0.9	0.9	91*	3	-5	x	0.1	-0.2
Cc1cc(NC(=O)CCCOc2ccc(Cl)cc2Cl)no1	9	0.5	1.1	1	-8	2	-1	-16	-0.3	-0.7
Cc1ccc(C)c(NC(=O)CCC(=O)N/N=C2/CC(=O)CC(C)(C)C2)c1	8	0.1	1	1	-2	-4	-2	11	-0.5	-0.8
O=C1CS/C(=N/N=C/c2ccc(OS(=O)(=O)c3ccccc3)cc2)N1	-20	-0.4	1.1	1.1	5	2	5	-10	-0.3	6.1
O=C1CCCc2ccccc2N1Cc1c(Cl)cccc1Cl	-6	-0.6	0.8	0.9	-5	4	-4	x	0.0	-0.5
COc1cc(/C=N/NC(=O)c2ccncc2)ccc1OCCN1CCCCC1	-2	-0.2	1	1	-9	-4	3	4	-0.2	0.9
N#Cc1cc(S(=O)(=O)c2ccccc2)c(N)[nH]c1=O	-6	0.8	0.9	0.9	-10	-8	0	x	0.6	0.9
CCOC(=O)c1c(C)oc2c1c1c(c3ccccc32)OCN(Cc2cccnc2)C1	1	-3.8	0.3	0.3	6	-1	1	12	0.2	2.2
CCCCNC(=O)c1ccc(CNc2c(N3CCC(C(=O)OCC)CC3)c(=O)c2=O)cc1	-13	-5.4	1	1	-4	-3	0	x	0.1	3.3
CC1(C)CC(N2CCCCC2)=CC(=[N+]2CCCCC2)C1	-3	0.2	0.9	0.7	100*	-1	0	-5	-0.5	2.7
Cc1c(NC(=O)NC(C)N2C(=O)C3C4C=CC(C4)C3C2=O)c(=O)n(-c2ccccc2)n1C (centres undefined)	-7	2.7	1	1	-5	-2	-11	-5	-0.4	1.7
Cc1cc(NC(=O)CSc2nnc(COc3cccc(C)c3C)n2Cc2ccco2)no1	1	3.3	1.1	1.1	4	0	-2	-5	0.1	0.7
Cc1cccc2c1N(CCCOc1ccccc1)C(=O)C2=O	-1	1.2	0.8	0.9	-1	0	-8	x	-0.2	-1.1
CCN(CC)CCCn1c(C)cc2c(c1=O)C(c1ccccc1)C(C#N)=C(N)O2 (centres undefined)	-11	-0.4	1	1	1	-4	-5	x	-0.2	0.8
COc1cccc(C2CC3(CC(C)(C)NC(=S)N3)Oc3cc(O)ccc32)c1 (centres undefined)	7	-0.2	1	1	1	5	-1	-6	-0.3	2.1
COc1ccc(C2=Nn3c(nnc3-c3ccco3)SC2)cc1	16	0.0	1.2	1.2	5	-9	0	x	0.1	4.5
CCOC(=O)Nc1ccc(S(=O)(=O)Nn2cnnc2)cc1	-6	2.1	1.1	1.1	-3	-6	-8	10	0.3	0.5
O=C(CCn1cnnn1)Nc1ccc(Cl)c(Cl)c1	-8	-0.5	1	1	-5	-3	14*	-10	-0.3	2.3
CCn1c2ccccc2c2cc(NS(=O)(=O)c3ccc(C)cc3)ccc21	-7	2.7	0.8	0.8	1	-3	-6	x	-0.1	2.5

Some values from the entries so far.
In Lmaj promast, C(=N\Nc1nc(-c2ccccc2)cs1)/c1cccnc1 reads 91*
In Lmaj promast, N#Cc1cc(S(=O)(=O)c2ccccc2)c(N)[nH]c1=O reads -10

The list continues:
SMILES	TNAP inh no acc	Redox H2O2 prof	PMI act hi M6P	PMI act	Lmaj promast	TNAP inh hi DEA	Efa HMGR inh	S1P3 antag	Hsp70 activator	RAM inhibit
COc1ccc(-n2c(Cc3cccn3C)nnc2SCC(=O)NCc2ccco2)cc1	-14	-2.5	1	1	19	-5	1	1	-0.4	1.0
CCOC(=O)c1cnc(SCC(=O)Nc2cc(C(F)(F)F)ccc2N2CCOCC2)nc1N	-5	2.0	0.9	0.9	-1	0	-3	0	-0.1	3.1
O=S(=O)(c1ccc2ccccc2c1)N1CCN(S(=O)(=O)N2CCOCC2)CC1	-3	3.5	1	1	-4	-5	-6	12	-0.3	3.7
CCN(CC)c1ccc(C(=O)c2ccccc2C(=O)O)c(O)c1	-14	1.7	1	1.2	-3	-4	-2	x	-0.1	1.8
N#Cc1c(-c2ccccc2)cc(-c2ccccc2)nc1Br	-5	0.7	0.9	0.9	50	-4	-1	-2	-0.1	2.0
C=CCn1c(=N)n(CC(=O)O)c2ccccc21	-9	1.2	1.1	1	4	-12	0	-22	-0.1	0.6
CCOc1ccccc1OCCn1nnc2ccccc21	-8	-0.3	0.9	0.8	-4	-3	-3	-37	-0.2	-0.7
COC(=O)c1ccc(CSc2ccccc2C)o1	-6	-0.4	1	1.1	1	-5	3	-29	-0.3	3.4
O=C(COc1ccc(Cl)cc1)Nc1nc(-c2ccc(S(=O)(=O)N3CCOCC3)cc2)cs1	-9	0.2	0.9	0.9	-5	-8	-7	x	-0.1	2.0
COC(=O)c1cc(C#N)c(N(C)Cc2ccccc2)nc1C	-6	1.4	0.9	0.9	-5	2	-1	x	-0.2	-1.2
CC(=O)N/C(=C/c1ccc2c(c1)OCO2)C(=O)Nc1ccccc1	-15	-0.3	0.9	0.9	31	-2	-7	0	-0.1	0.6
Fc1cccc(Cc2noc(CN3CCCCC3CCc3ccccn3)n2)c1 (centres undefined)	-2	1.0	1	1	12	-1	-4	3	0.0	-1.3
O=S(=O)(c1ccc2c(c1)OCCO2)N1CCC(n2nnc3cc(C(F)(F)F)ccc32)CC1	-12	2.7	0.9	1	16	-9	-4	-5	-0.2	3.2
COc1ccc(OC)c(C2NC(=S)NC3=C2N2CCC3CC2)c1 (centres undefined)	-3	0.4	1	0.9	-1	-1	-6	5	-0.1	1.6
C=CCNC(=O)c1ccc2c(c1)nnn2C	4	-0.1	1	1	-5	-2	2	x	-0.2	14*
CC(=O)OCC1OC(Sc2cccc3cccnc23)C(OC(C)=O)C(OC(C)=O)C1OC(C)=O (centres undefined)	-11	-4.4	1	1	-4	-7	0	x	-0.3	-0.1
CC(C)CN(C(=O)COC(=O)Cc1c[nH]c2ccccc12)C1CCS(=O)(=O)C1 (centres undefined)	-12	-0.7	0.9	1	7	-1	-1	-10	-0.3	1.5
CC(C)(C)C(=O)COC(=O)c1ccccc1O	-4	2.3	1	1	-1	-3	-7	x	-0.2	0.4
CCSc1nc(CC)c2c(c1C#N)CCCC2	-7	0.1	0.9	0.9	0	-4	-1	-3	0.1	6.0
O=C1CC(/C=C/c2ccncc2)=Nc2ccccc2N1	-15	-1.7	2.1*	1.7	65*	-6	0	4	-0.1	0.9

3 entries already listed, sorted by their value in TNAP inh no acc, falling:
SMILES	TNAP inh no acc
Cc1cc(NC(=O)CCCOc2ccc(Cl)cc2Cl)no1	9
N#Cc1c(-c2ccccc2)cc(-c2ccccc2)nc1Br	-5
C=CCn1c(=N)n(CC(=O)O)c2ccccc21	-9

(cont.)
SMILES	TNAP inh no acc	Redox H2O2 prof	PMI act hi M6P	PMI act	Lmaj promast	TNAP inh hi DEA	Efa HMGR inh	S1P3 antag	Hsp70 activator	RAM inhibit
Cc1ccc(N=C2N=C(N)c3ccccc32)c(C)c1	-6	1.9	0.9	0.9	3	-1	-4	x	-0.2	0.6
O=C(NCc1ccco1)c1ccc2c(c1)C(=O)c1ccccc1-2	-3	-0.4	1.2	1	15	0	-3	-29	-0.1	1.8
Cc1sc2ncnc(NCCc3ccc(S(N)(=O)=O)cc3)c2c1C	0	0.1	1	0.9	2	0	-6	x	-0.2	0.8
CO/N=C/NC(=O)NOCc1ccc(Cl)cc1Cl	-4	0.0	1.1	1	6	1	-1	x	-0.1	0.8
Cc1nn(C)cc1CN1CCCC(C(=O)c2ccc(-c3ccccc3)cc2)C1 (centres undefined)	-4	-0.8	0.9	0.8	90*	-3	-1	4	-0.2	2.5
Cc1ccnc(NC(=S)NC(=O)/C=C/c2ccccc2)c1	-9	1.8	1	1	-3	0	-3	x	-0.1	1.8
CCOc1ccc(-c2nnn(CC(=O)NCc3ccccc3)n2)cc1	-11	-0.3	1.1	1.1	-4	-2	-1	-16	-0.4	5.1
COc1ccc(NS(=O)(=O)c2ccc3c(c2)n(C)c(=O)n3C)cc1	-9	0.6	1.2	1.1	3	-8	2	x	-0.3	1.9
Nc1ccc(-c2cnc(-c3ccc(N)cc3)nc2)cc1	-10	-0.6	1	1.1	6	-6	2	-12	-0.3	2.1
CCOC(=O)C1=C(C)N=C2SCCC(=O)N2[C@@H]1/C=C/c1ccccc1	-4	0.1	0.9	0.9	-1	-1	-7	x	-0.3	0.9
CCn1cc(/C=C(/C#N)S(=O)(=O)c2ccccc2)cn1	2	0.2	1.1	1	0	7	0	2	-0.2	2.6
COc1ccc(C(=O)Nc2ccc(Cl)cc2C(=O)N2CCCC(C)C2)cc1OC (centres undefined)	-2	-0.1	0.9	0.8	3	4	-2	14	-0.4	2.2
O=C(/C=C/c1ccc([N+](=O)[O-])cc1)c1cccnc1	-14	0.4	1.1	1.2	95*	-4	4	-4	-0.3	-0.4
Cc1ccc(C(=O)Nn2c(O)c(C=C3N=c4ccccc4=N3)sc2=S)cc1	0	-0.9	1.1	1	-6	13	-2	x	-0.3	8.2
C/C(=N\Nc1nc(N)cc(Cl)n1)c1cccc(N)c1	-1	-0.2	0.9	1	-2	-1	1	-7	1.6	1.0
CN1C(=O)C2(N=c3ccccc3=N2)c2ccccc21	4	0.0	1	1	5	-4	-4	x	-0.4	0.9
CCOC(=O)C1=C(C)NC2=C(C(=O)CCC2)C1c1cn(Cc2ccc(Cl)cc2Cl)nc1-c1ccccc1 (centres undefined)	-14	-5.6	1	0.9	33	-10	-3	x	0.1	5.2
CCOC(=O)C(NC(=O)c1ccccc1)(Nc1cccc(C)n1)C(F)(F)F (centres undefined)	-8	-0.2	1	1	12	-1	2	-17	-0.3	0.1
CCN(CC(=O)Nc1ccc(OC)cc1)CC(=O)Nc1ccc(Br)cc1F	-15	0.0	1	0.9	8	-6	1	-23	0.0	2.5
CC(Oc1ccccc1)C(=O)N1CCN=C1SCc1ccccc1 (centres undefined)	1	-0.7	1.1	1.1	-2	-3	0	21	0.1	2.7
CC1(C)CC2CC(C)(CN2Cc2c(O)ccc3ccccc23)C1 (centres undefined)	-5	0.0	0.3	0.6	7	-1	-3	8	0.4	1.1
CCOc1ccc(C(=O)NCC(=O)OCc2c(C)noc2C)cc1OCC	8	-2.3	1	1	5	-3	-2	-11	0.1	2.9
CCCNC(=O)N1CCN(c2ncccn2)CC1	-5	2.9	0.9	1	-4	2	-7	1	-0.2	-0.9
CN1CCc2c(sc(N)c2C(N)=O)C1	-5	-4.2	0.8	0.8	4	2	-4	x	-0.2	1.3
CC(=O)Nc1nonc1C(=O)N1CCC(C)CC1	-6	0.9	1.1	1.1	-8	-3	-2	10	-0.4	1.1
CN1CCN(C(=O)c2cc(-c3ccccc3)on2)CC1	-11	1.5	1	1	70*	-2	2	-17	0.5	0.6
CC(C)C(=O)Nc1ccc(-c2ccc3nncn3n2)cc1	0	1.2	0.9	0.9	-7	2	-4	-5	0.0	1.9
